# Source: PubChem (National Center for Advancing Translational Sciences (NCATS))
# aSyn rescue: alpha-synuclein toxicity inhibition in yeast; Yeast expressing alpha-synuclein, growth rescue, BacTiter-Glo, 24 h; Potency, µM (series often up to 46.1 µM), without a hit: top-dose growth rescue (activation), hits mostly activators; hit rate 0.14% among 370,000; AID 652106; further: % of control where 0% means no effect; nearly all actives have a fitted effect of over 65% in size
#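 Rescue of yeast growth: cells expressing toxic alpha-synuclein, induced in galactose at OD600 0.02, incubated with compound 24 h at 30 C. ATP luminescence quantified growth; inhibitors of toxicity appear as activators.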
# TDP-43 yeast inh: inhibitors of TDP-43 toxicity in yeast; TDP-43 expressing yeast growth rescue, BacTiter-Glo, 24 h; Potency, µM (top dose mostly 46.1 µM), without a hit: top-dose growth rescue (activation), hits mostly activators; hit rate 1.8% among 410,000; AID 652104; further: % of control where 0% means no effect; nearly all actives have a fitted effect of over 50% in size
#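 Yeast cells expressing TDP-43 under galactose induction are exposed to compounds for 24 hr at 30 deg C. BacTiter-Glo luminescence measures growth, so protective compounds score as activators.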
# EPAC2 antagonist: EPAC2 (human) antagonism; Q8WZA2; EPAC2 GEF exchange of Rap1B-BODIPY-GDP, fluorescence; Potency, µM (series often up to 114 µM), without a hit: at the top dose activity, negative = inhibition, most hits filed as inhibitors; hit rate 0.18% among 360,000; AID 720708; further: on the % scale 0 is the no-effect control and ±100 the full control effect; nearly all actives have a fitted effect of over 45% in size; many of its hits are not listed in these tables
# FUS yeast rescue: rescues growth of FUS-expressing yeast; S. cerevisiae FUS-expressing, growth rescue, OD600, 24 h; Potency, µM (highest dose often 76.6 µM), without a hit: at the top dose growth rescue (activation), hits mostly activators; hit rate 0.24% among 390,000;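 further: plate controls were DMSO vehicle for no effect and reference control for full effect; nearly all actives have a fitted effect of over 55% in size; some results filed as inactive show a strong effect at the top dose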
#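 Yeast FUS proteinopathy model; galactose-induced FUS (2%), starting OD 0.005. Cpds in dilution series, 24hr, 30C, 99% humidity. Abs 600 nm growth. Pos ctrl CP55940 (top 92uM final); neg ctrl DMSO.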
# EPAC2 agonist: agonists of human EPAC2 (RAPGEF4); EPAC2 activation, biochemical qHTS; response scale: 100% = 6.5 mM cAMP response; Potency, µM (doses to about 154 µM), without a hit: at the top dose activation, hits mostly activators; Q8WZA2; AID 720711; hit rate 0.079% among 360,000; further: nearly all actives have a fitted effect of over 50% in size
#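 Nucleotide exchange monitored as fluorescence drop when BODIPY-GDP leaves Rap1B. Reaction: 100 nM EPAC2, 250 nM RAP1B-BODIPY-GDP, 50 uM GDP, room temperature, kinetic read over 30 min. Activity expressed relative to 6.5 mM cAMP.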
# EPAC1 ag: activates human EPAC1 exchange factor; hit rate 0.073% among 360,000; O95398; Potency, µM (highest dose often 154 µM), for the others: at the top dose activation, actives largely listed as activators; EPAC1 agonist qHTS, biochemical assay; response scale: 100% = response to 6.5 mM cAMP; further: nearly all actives have a fitted effect of over 60% in size
# Target sequence (O95398 whole entry, looked up): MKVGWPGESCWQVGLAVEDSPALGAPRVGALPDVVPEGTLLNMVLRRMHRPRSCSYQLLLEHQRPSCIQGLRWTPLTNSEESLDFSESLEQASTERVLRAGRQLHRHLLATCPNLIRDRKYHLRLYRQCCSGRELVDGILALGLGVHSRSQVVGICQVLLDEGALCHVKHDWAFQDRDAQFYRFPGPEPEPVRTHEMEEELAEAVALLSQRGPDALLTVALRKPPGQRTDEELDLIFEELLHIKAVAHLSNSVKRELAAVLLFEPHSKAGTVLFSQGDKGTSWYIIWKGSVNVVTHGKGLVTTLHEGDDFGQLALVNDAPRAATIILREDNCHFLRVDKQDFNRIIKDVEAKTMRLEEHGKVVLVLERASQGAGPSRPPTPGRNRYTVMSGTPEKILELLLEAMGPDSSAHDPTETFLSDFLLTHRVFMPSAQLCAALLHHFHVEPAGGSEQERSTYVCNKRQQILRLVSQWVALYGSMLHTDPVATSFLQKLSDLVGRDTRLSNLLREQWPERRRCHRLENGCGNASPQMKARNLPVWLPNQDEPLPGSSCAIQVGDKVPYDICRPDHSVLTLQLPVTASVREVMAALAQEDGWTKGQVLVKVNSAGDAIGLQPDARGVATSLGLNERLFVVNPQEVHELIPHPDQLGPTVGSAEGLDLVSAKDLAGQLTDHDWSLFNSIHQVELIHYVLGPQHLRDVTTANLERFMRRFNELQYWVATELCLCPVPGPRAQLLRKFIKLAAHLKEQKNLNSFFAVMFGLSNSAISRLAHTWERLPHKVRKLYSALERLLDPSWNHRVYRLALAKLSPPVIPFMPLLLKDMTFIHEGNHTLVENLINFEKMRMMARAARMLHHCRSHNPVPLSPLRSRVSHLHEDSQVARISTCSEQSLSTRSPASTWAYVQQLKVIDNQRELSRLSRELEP
#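 EPAC1 100 nM, Rap1B–BODIPY-GDP 250 nM, unlabeled GDP 50 uM; compound titration; 5 min RT; kinetic read ex480/em540 at 5-min intervals ×30 min; data normalized to 6.5 mM cAMP agonist control.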
# EPAC1 antag: EPAC1 (human) antagonism. O95398. EPAC1 GEF assay, Rap1b-BODIPY-GDP exchange fluorescence. Potency, µM (highest dose often 115 µM), without a hit: at the highest dose activity change, negative = inhibition, most hits filed as inhibitors. hit rate 0.14% among 360,000. AID 720709;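 further: plate controls were vehicle for no effect and positive control for full effect; nearly all actives have a fitted effect of over 50% in size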
# PTHR1 agonist: agonists of human PTHR1 parathyroid hormone receptor; hit rate 0.075% among 410,000; HEK293 GP2 PTHR1 cells, GloSensor cAMP luminescence, 1 h; Potency, µM (highest dose often 115 µM), without a hit: top-dose activation, hits mostly activators; Q03431; AID 743266; further: nearly all actives have a fitted effect of over 55% in size; some results filed as inactive show a strong effect at the top dose; inactives centre near -15; many of its hits are not listed in these tables
#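 HEK-293-derived GP2 cells expressing PTHR1 and a GloSensor cAMP reporter, 3,000/well, plated overnight, given luciferin plus IBMX (each 0.5 mM as added) for 1 h at 37 °C, then compound for 1 h at 37 °C. Luminescence was read after 15 min at room temperature.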
# * = called active by the depositor; i = inactive; ? = inconclusive; . = not tested or not shown; [ ] = remark or other dose. The call rests on the fitted dose curve; in most records, active means well fitted curve in the direction sought with a large enough effect; inconclusive means small, poorly fitted or top-dose-only effect, or another doubt; inactive means no such curve, though single readings can be large; an effect the other way counts as inactive or inconclusive. Potency means the concentration at half of the fitted maximal effect. The list is partial; the hit share may differ from the screen's.
SMILES	aSyn rescue	TDP-43 yeast inh	EPAC2 antagonist	FUS yeast rescue	EPAC2 agonist	EPAC1 ag	EPAC1 antag	PTHR1 agonist
COC(=O)c1cc(=O)nc2scc(C)n12	-1.3%	-1.4%	14.7%	-30.5%	-1.2%	-9.4%	11.8%	i
COc1ccc(-c2csc3ncnc(Nc4ccc(O)cc4)c23)cc1	-4.7%	-6.7%	-6.1%	5.2%	5.0%	-5.2%	-7.6%	-70.6%[inhibitor]
CCN(CC)C(=O)Cc1cc(C(=O)O)c2ccccc2n1	0.0%	-8.3%	-3.8%	-12.5%	11.7%	7.9%	2.1%	i
O=C(O)Cn1c(SCc2ccccc2)nc2ccccc21	0.6%	-0.3%	0.2%	-2.0%	12.1%	12.3%	-1.8%	i
CN1CCN(C(=O)c2ccc3c(=O)n(Cc4ccc(Cl)cc4)c(=S)[nH]c3c2)CC1	3.6%	-13.5%	-6.4%	-15.7%	3.3%	1.8%	-1.5%	-40.4%[inhibitor]
CCN(CC(=O)Nc1ccc(Cl)c(S(=O)(=O)N(C)C)c1)CC(=O)NC(C)C	4.0%	-11.3%	4.6%	13.6%	-0.5%	-5.6%	4.9%	-18.2%
CCc1cccc(C)c1NC(=O)Cc1ccsc1	5.3%	-1.7%	-2.7%	5.3%	14.4%	5.4%	14.6%	-14.8%
O=C(NC1CCCCCC1)c1cc2c(=O)n3ccccc3nc2s1	-1.1%	?	0.9%	1.2%	2.7%	7.1%	-0.1%	-15.1%
COC(=O)C1CCCCN1C(=O)CCc1nnc(CCc2c[nH]c3ccccc23)o1 (centres undefined)	-2.3%	7.6%	0.1%	-0.1%	7.1%	8.2%	5.7%	i
C=CCn1c(COc2ccccc2)nnc1SCC(=O)Nc1ccc(S(N)(=O)=O)cc1	-0.8%	-2.0%	-7.9%	-18.9%	3.9%	-7.9%	-23.4%	i
COc1ccc(CCNC(=O)CSc2nc(=O)n3cc(C)ccc3n2)cc1OC	-1.4%	-21.2%	7.7%	10.0%	5.6%	7.9%	13.9%	-15.1%
COCCN1C(=O)N[C@@H](c2cccc(C(F)(F)F)c2)[C@@H](C(=O)OC)[C@H]1C	0.6%	17.6%	-2.4%	-5.4%	19.6%	4.7%	-2.1%	-29.0%
CC(=O)N1CCN(c2cc(N3CCc4ccccc4C3)c(F)cc2[N+](=O)[O-])CC1	14.5%	?	-12.7%	?	22.6%	?	-6.8%	-16.0%
O=C(CNC(=O)c1ccc2c(c1)OCO2)Nc1ncccc1O	-0.7%	-5.2%	-4.9%	-15.1%	4.2%	8.3%	-6.6%	-13.8%
C[C@H](CO)N1C[C@H](C)[C@H](CN(C)C(=O)Nc2ccc(F)cc2)OCc2cnnn2CCCC1=O	0.5%	0.3%	5.5%	-22.3%	11.2%	-7.4%	6.1%	1.7%
COc1[nH]c2ccc(F)cc2c1C(=O)OCC1CCN(CCNS(C)(=O)=O)CC1	-0.4%	21.0%	2.2%	-15.8%	2.3%	-25.4%	0.0%	-33.7%[inhibitor]
Cc1ccc(C)c(NC(=O)CN2C(=O)COc3ccc(S(=O)(=O)N4CCCC4)cc32)c1	1.4%	-5.7%	4.2%	17.0%	3.3%	0.8%	-11.0%	i
Cc1sc(NC(=O)CN2CCOCC2)nc1-c1ccc2c(c1)CCN2S(=O)(=O)c1ccccc1	-2.2%	-14.6%	-10.5%	?	7.5%	15.5%	-1.5%	-32.1%
CC(OC(=O)/C=C/c1ccco1)C(=O)Nc1cccc([N+](=O)[O-])c1 (centres undefined)	0.0%	10.8%	7.1%	.	2.0%	-4.3%	-3.7%	-36.1%
Cc1cc(C)c2cc(C#N)c(N3CCCN(S(=O)(=O)c4ccccc4)CC3)nc2c1	-0.9%	-20.4%	11.4%	-13.0%	8.4%	4.0%	11.4%	i
CC(=O)[C@@H]1[C@@H](C)N(Cc2ccccc2)C(=O)N[C@H]1c1cccc(C(F)(F)F)c1	4.9%	10.8%	-15.2%	3.2%	-2.5%	-4.7%	-23.5%	-49.5%[inhibitor]
C/C=C/c1ccccc1OCc1ccc(C(=O)O)o1	-2.4%	-6.7%	-2.8%	5.9%	-7.8%	7.0%	2.5%	-23.4%
O=C(COc1ccc(Cl)cc1)Nc1ccc2c(c1)nc1n2CCOC1	-0.9%	-13.1%	-5.0%	11.6%	7.6%	3.0%	?	-14.5%
O=c1cc(-c2cccc(Cl)c2)oc2cccc(O)c12	-6.2%	4.8%	-2.0%	-16.9%	11.5%	-24.2%	12.1%	-13.1%
CC(=O)c1ccccc1NC(=O)COC(=O)/C(=C/c1ccccc1)n1nnnc1C	20.1%	7.4%	-0.9%	11.8%	1.2%	-0.6%	-16.4%	-27.0%
Cc1ccn2c(=O)nc(SCC(=O)Nc3ccc4c(c3)OCO4)nc2c1	-3.1%	-16.0%	3.9%	28.7%	6.6%	-5.7%	?	-19.0%
COc1ccc(OC)c2[nH]c(=O)c(CCNC(=O)C3CCCCC3)cc12	-2.4%	-16.3%	-7.6%	-9.3%	7.6%	-2.3%	-7.3%	-6.0%
O=C(C[n+]1ccccc1)Nc1cc(C(F)(F)F)ccc1Cl	-0.4%	13.3%	4.8%	.	10.1%	-5.6%	-12.7%	-22.2%
COC(=O)NNC(=O)c1ccccc1C	-9.9%	-7.7%	-2.5%	10.4%	8.3%	-1.4%	2.4%	-20.9%
CCOC(=O)C[C@H]1c2ccccc2S(=O)(=O)N1c1ccccc1	2.9%	11.1%	11.3%	-5.9%	-2.7%	-11.9%	8.4%	-25.4%
O=C(COC(=O)CC1c2ccccc2CCN1S(=O)(=O)c1ccccc1)Nc1ccccc1 (centres undefined)	-0.3%	14.2%	2.2%	.	3.9%	-3.1%	-20.8%	-9.7%
O=C(O)CC(c1ccc(OC2CCCC2)cc1)N1C(=O)c2ccccc2C1=O (centres undefined)	5.1%	17.0%	6.5%	32.9%	7.6%	-4.4%	21.4%	-1.3%
COc1cc(CNc2ccccc2SC)cc(OC)c1OC	-30.3%[inhibitor]	7.9%	-6.9%	39.0%	23.4%	12.9%	-6.3%	-23.3%[57.5 µM]
O=S(=O)(c1ccc(N2CCCC2)nc1)N1CCCC1	11.0%	16.1%[9.22 µM]	-0.4%	-2.1%	-2.9%	-0.5%	-3.0%	i
CN1CCN(c2ccc(NC(=O)c3ccccc3Br)cc2)CC1	3.8%	11.5%	4.7%	7.5%	2.8%	6.2%	0.4%	-1.8%
O=S(=O)(/C=C/c1ccccc1)N1CCN(Cc2ccc3c(c2)OCO3)CC1	3.9%	4.6%	-12.6%	-13.8%	5.9%	15.0%	1.2%	-33.0%[inhibitor]
O=C(O)c1cnn(-c2nc(-c3ccc(Br)cc3)cs2)c1C(F)(F)F	-68.3%[inhibitor]	-83.5%[inhibitor]	?	-8.1%	-3.0%	-12.0%	-4.0%	-27.9%
CCCCn1c(N2CCCC2)nc2c1c(=O)[nH]c(=O)n2C	-8.8%	-20.5%	2.3%	8.8%	9.2%	5.6%	17.0%	i
CCC(=O)NC(c1cccs1)c1cc(Cl)c2ccccc2c1O (centres undefined)	.	.	79.4µM*	18.3%	22.0%	3.7%	-24.1%	-37.9%[inhibitor]
COc1ccccc1CNC(=O)CCNS(=O)(=O)c1ccc2c(c1)CC(C)N2C(C)=O (centres undefined)	8.0%	-11.5%	20.2%	2.1%	-8.0%	-8.4%	14.3%	-16.1%
CN(CC(=O)Nc1ccc(F)c(F)c1F)C(=O)Cc1ccc(S(=O)(=O)N2CCOCC2)s1	0.6%	16.9%	-2.0%	-14.2%	3.1%	10.4%	0.9%	-6.9%
Cc1ccc(OCCn2cnc3c2c(=O)n(C)c(=O)n3C)cc1	-0.8%	26.6%	-29.1%	-16.2%	5.3%	-3.8%	-24.5%	-63.7%[inhibitor]
COC(=O)C[C@@H]1C=C[C@H](NC(=O)Nc2cc(F)ccc2F)[C@@H](CO)O1	0.9%	5.6%	3.7%	-3.5%	-1.3%	3.8%	-12.9%	-0.4%
CCC(=O)Nc1cccc(NC(=O)CSc2nc3c(c(=O)n(C)c(=O)n3C)n2C)c1	0.0%	15.8%	-8.0%	11.4%	4.9%	8.7%	-1.5%	i
COc1cccc(-c2sc3ccc(OC)cc3c2-c2ccc(O)cc2)c1	4.8%	11.8%	-15.7%	0.7%	11.4%	1.3%	-6.0%	-30.4%[inhibitor]
O=C(COc1ccccc1[N+](=O)[O-])Nc1cccc(S(=O)(=O)NC2=NCCCCC2)c1	1.3%	11.9%	2.1%	16.7%	0.8%	-1.3%	-0.5%	i
CC(=O)OCc1c(C(F)(F)F)nn(C)c1Sc1ccccc1	0.4%	15.5%	3.1%	16.7%	10.9%	-5.5%	0.9%	i
COCCCNC(=O)CC1C[C@H](C(=O)N2CCCCC2)[C@@]2(CCc3ccccc3)c3[nH]c4ccc(OC)cc4c3CCN2C1=O (some centres undefined)	-5.1%	13.3%	4.8%	-10.5%	-1.5%	-14.8%	-13.1%	i
CCOc1ccc(S(=O)(=O)N(CC(N)=O)c2ccc(C)cc2)cc1	3.9%	-5.1%	6.7%	15.4%	-7.1%	-6.3%	9.0%	-2.5%
O=S(=O)(Nc1ccc(Cc2ccncc2)cc1)c1ccc(Cl)c(Cl)c1	14.5%	2.1%	-29.1%	20.8%	17.4%	?	-18.8%	-22.7%[57.5 µM]
COc1ccc(-n2cnc3ccccc32)cc1	-3.8%	1.4%	1.6%	-6.1%	8.7%	8.5%	5.0%	-11.6%
COc1cccc(NC(=O)c2ccccc2F)c1	0.5%	24.5%	3.5%	-33.5%	3.3%	-6.2%	0.7%	-38.9%[inhibitor]
CCN1CCN(CCCNC(=O)CNC(=O)c2nn(-c3ccc(OC)cc3)c(=O)c3ccccc23)CC1	-2.9%	-13.7%	-0.7%	-4.6%	5.4%	7.6%	22.3%	?
CCOc1ccc(NC(=O)Nc2ccccc2C(N)=O)cc1	-34.7%[inhibitor]	-20.0%[0.397 µM]	-17.0%	12.8%	2.7%	-8.8%	-8.9%	i
